From PubChem
FEN1 inhibitor – inhibitors of human flap endonuclease 1 | P39748 | actives 0.35% (n = 390,000) | Potency, µM (titrated, usually from 114 µM), without a hit: top-dose activity change, negative = inhibition, hits mostly inhibitors | Recombinant FEN1 flap cleavage, fluorescence, 15 min; note: nearly all actives have a fitted effect of over 65% in size
Target sequence (P39748 whole entry, looked up): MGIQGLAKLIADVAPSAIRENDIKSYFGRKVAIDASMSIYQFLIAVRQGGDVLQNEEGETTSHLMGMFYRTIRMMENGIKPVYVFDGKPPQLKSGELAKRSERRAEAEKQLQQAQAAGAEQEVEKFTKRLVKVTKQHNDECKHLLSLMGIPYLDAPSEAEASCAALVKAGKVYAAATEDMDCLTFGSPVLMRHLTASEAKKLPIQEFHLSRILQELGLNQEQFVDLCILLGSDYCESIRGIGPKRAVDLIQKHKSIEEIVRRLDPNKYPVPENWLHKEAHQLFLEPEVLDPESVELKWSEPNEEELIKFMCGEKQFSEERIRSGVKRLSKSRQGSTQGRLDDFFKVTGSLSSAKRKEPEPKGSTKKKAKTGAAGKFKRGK
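Concentration–response screening of FEN1 (10 nM): 15 min compound preincubation at room temperature, reaction started with 50 nM substrate and read at 0 and 15 min. Corrected, normalized data were fitted by a four-parameter Hill equation.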
TDP1 inh – blocks human tyrosyl-DNA phosphodiesterase 1; Q9NUW8; recombinant TDP1, AlphaScreen DNA substrate cleavage; Potency, µM (titrated, usually from 130 µM), for inactives: at the highest dose activity change, negative = inhibition, most hits filed as inhibitors; actives 0.28% (n = 350,000); AID 485290; note: nearly all actives have a fitted effect of over 40% in size
Target sequence (Q9NUW8 whole entry, looked up): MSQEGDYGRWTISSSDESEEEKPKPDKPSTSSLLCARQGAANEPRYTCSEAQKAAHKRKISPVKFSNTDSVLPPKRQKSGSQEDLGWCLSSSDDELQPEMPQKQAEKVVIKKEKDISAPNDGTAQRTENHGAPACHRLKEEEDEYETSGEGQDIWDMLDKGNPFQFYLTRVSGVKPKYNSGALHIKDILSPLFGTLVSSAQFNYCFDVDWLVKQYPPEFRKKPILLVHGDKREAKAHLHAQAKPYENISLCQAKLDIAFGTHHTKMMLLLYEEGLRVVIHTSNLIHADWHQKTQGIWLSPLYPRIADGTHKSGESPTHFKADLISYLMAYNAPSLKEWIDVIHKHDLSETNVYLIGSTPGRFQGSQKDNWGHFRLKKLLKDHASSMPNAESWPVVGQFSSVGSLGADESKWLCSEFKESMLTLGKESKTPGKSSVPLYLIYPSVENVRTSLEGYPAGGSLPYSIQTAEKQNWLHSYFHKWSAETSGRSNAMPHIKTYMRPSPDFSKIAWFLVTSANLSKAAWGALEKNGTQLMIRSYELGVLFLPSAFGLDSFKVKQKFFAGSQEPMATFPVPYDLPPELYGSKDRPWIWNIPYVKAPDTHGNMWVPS
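Tdp1 1 nM final; 15 min RT w/ cpd; substrate 15 nM, 5 min; beads 10 ug/ml, 10 min; AlphaScreen read. Neg ctrl: no enzyme.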
N370S GC mod – inhibitors or activators of N370S glucocerebrosidase for Gaucher disease; P04062; N370S GC spleen homogenate, 4MU-glucoside fluorescence; AID 2101; actives 0.092% (n = 330,000); Potency, µM (titrated, usually from 59.4 µM), for the others: at the highest dose activity change, negative = inhibition, usual class: inhibitors;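 note: 0% = full enzyme activity and -100% = no enzyme basal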
Numbers without * were called inactive; ? = inconclusive; nt = no result given; [ ] = remark or other dose. Calls come from the whole dose curve; as a rule, active = well fitted curve in the direction sought with a large enough effect; inconclusive = small, poorly fitted or top-dose-only effect, or another doubt; inactive = no such curve, though single readings can be large; an effect the other way counts as inactive or inconclusive. Unless noted, % is set by controls: 0 for no effect and ±100 for the full control effect; potency is the fitted concentration of half-maximal effect.

Results follow in this order: FEN1 inhibitor | TDP1 inh | N370S GC mod
- CC(=O)N1c2ccc(S(=O)(=O)N3CCCC(C(=O)N4CCCC(C)C4)C3)cc2CC1C (stereo not drawn)
    13% | 2% | -1%
- O=C(c1ccco1)N1CCN(Cc2ccc(F)cc2)CC1
    -4% | nt | -8%
- COC(=O)c1ccccc1NC(=S)NC(NC(=O)c1ccccc1[N+](=O)[O-])C(Cl)(Cl)Cl (stereo not drawn)
    -19% | 6% | -6%
- C#CCOCCOCCOCCNc1nc(N2CCN(C(=O)Cn3cc(CCCN=C(N)N)nn3)CC2)nc(N2CCN(C(=O)[C@H](C(C)C)n3cc(CCO)nn3)CC2)n1
    -4% | 1% | 27%
- Cc1ccc2nc(SCC(=O)N3c4ccccc4CC3C)c(C)cc2c1 (stereo not drawn)
    2% | -9% | 8%
- CC(=O)Nc1cnn(Cc2ccc(Br)cc2)c1
    9% | -1% | -1%
- COc1ccccc1NC(=O)C(C)Nc1ccc(C)c(Cl)c1 (stereo not drawn)
    -9% | -3% | 17%
- Cc1ccc(S(=O)(=O)CCC(=O)OC(C)C(=O)c2c(C)[nH]c3ccccc23)cc1 (stereo not drawn)
    2% | 3% | -7%
- CN1CC(=O)N(CC(=O)Nc2ccc(Cl)c(C(F)(F)F)c2)c2ccccc2C1=O
    2% | 5% | nt
- Cc1ccccc1CCNC(=O)c1ccc2c(c1)c(C)c(C)n2C
    -17% | 11% | nt

Six of the compounds above, tab-delimited.
Molecule	FEN1 inhibitor	TDP1 inh	N370S GC mod
Cc1ccc2nc(SCC(=O)N3c4ccccc4CC3C)c(C)cc2c1 (stereo not drawn)	2%	-9%	8%
CC(=O)Nc1cnn(Cc2ccc(Br)cc2)c1	9%	-1%	-1%
COc1ccccc1NC(=O)C(C)Nc1ccc(C)c(Cl)c1 (stereo not drawn)	-9%	-3%	17%
Cc1ccc(S(=O)(=O)CCC(=O)OC(C)C(=O)c2c(C)[nH]c3ccccc23)cc1 (stereo not drawn)	2%	3%	-7%
CN1CC(=O)N(CC(=O)Nc2ccc(Cl)c(C(F)(F)F)c2)c2ccccc2C1=O	2%	5%	nt
Cc1ccccc1CCNC(=O)c1ccc2c(c1)c(C)c(C)n2C	-17%	11%	nt

Next results:
Results follow in this order: FEN1 inhibitor | TDP1 inh | N370S GC mod
- COC(=O)c1c(-c2ccc(SC)cc2)sc2ccc(OC)cc12
    -2% | -14% | nt
- CC1CCN(S(=O)(=O)c2ccc3[nH]c(=O)cc(C(=O)O)c3c2)CC1
    -15% | 4% | -8%
- COc1cccc2sc(N3CCN(C(=O)CS(=O)(=O)c4ccc(Cl)cc4)CC3)nc12
    -15% | 5% | nt
- CSc1nnc(C)c(=O)n1COC(=O)COc1ccc(Cl)cc1
    0% | 6% | 6%
- Cc1cc(C)cc(NC(=O)C(=O)NCC2CCCN2S(=O)(=O)c2cccs2)c1 (stereo not drawn)
    -6% | nt | -14%
- COc1ccc(CNC(=O)c2ccc(CNS(=O)(=O)c3ccc(OC)cc3)cc2)cc1
    4% | 0% | nt
- COc1ccc(CNC(=O)[C@H](Cc2c[nH]c3ccccc23)NC(C)=O)cc1OC
    0% | 0% | 1%
- Cc1ccc(Cl)cc1NC(=O)Cn1ncc2c(C)n(Cc3ccccc3F)c(C)c2c1=O
    -12% | 5% | nt
- Cc1c(Cl)c([N+](=O)[O-])nn1CC(=O)NC(C)C1CC2CCC1C2 (stereo not drawn)
    -5% | 2% | -10%
- COc1ccc(Cl)cc1S(=O)(=O)N1CCN(C)CC1
    -3% | 2% | 1%

Individual results from above:
In FEN1 inhibitor, COc1ccc(CNC(=O)c2ccc(CNS(=O)(=O)c3ccc(OC)cc3)cc2)cc1 has the entry 4%
In N370S GC mod, COc1ccc(Cl)cc1S(=O)(=O)N1CCN(C)CC1 has the entry 1%
In FEN1 inhibitor, COc1ccc(CNC(=O)[C@H](Cc2c[nH]c3ccccc23)NC(C)=O)cc1OC has the entry 0%
In TDP1 inh, COc1cccc2sc(N3CCN(C(=O)CS(=O)(=O)c4ccc(Cl)cc4)CC3)nc12 has the entry 5%
In FEN1 inhibitor, COC(=O)c1c(-c2ccc(SC)cc2)sc2ccc(OC)cc12 has the entry -2%

(more compounds)
Results follow in this order: FEN1 inhibitor | TDP1 inh | N370S GC mod
- Cc1cc(-c2ccc(C)c(S(=O)(=O)NCCCN3CCCCCC3)c2)on1
    19% | 4% | 6%
- NC(=O)COC(=O)C1c2ccccc2Oc2ccccc21
    3% | nt | -9%
- CCOc1ccc(N2C(=O)CC(SCC(=O)O)C2=O)cc1 (stereo not drawn)
    7% | 0% | 3%
- CCCC(=O)Nc1cc2c3c(c1)CC(=O)N3CCC2
    -1% | 1% | -10%
- Cc1ccc(S(=O)(=O)Nc2ccc(Br)cc2/C=N/n2cnnc2)cc1
    -1% | 0% | -26%
- COC(=O)c1ccc(C)c(NC(=O)CCn2[nH]c(=O)ccc2=O)c1
    4% | 1% | nt
- COc1cc(N/C=C(\C(C)=O)c2ccccc2)cc(OC)c1
    nt | 3% | 20%
- CC1CCC(NC(=O)c2ccc3c(c2)N(Cc2ccccc2F)C(=O)c2ccccc2S3=O)CC1 (stereo not drawn)
    9% | 10% | nt
- CC(C)C(NC(=O)C1CCCCC1)C(=O)Nc1ccncc1 (stereo not drawn)
    4% | 5% | -4%
- CCC(C)(C)NC(=O)Cn1c(=O)oc2cc(S(=O)(=O)N3CC(C)CC(C)C3)ccc21 (stereo not drawn)
    23% | 2% | 2%
- COCCNC(=O)CN1c2ccccc2CC1C (stereo not drawn)
    1% | -10% | -1%
- COc1cccc(C(C)NC(=O)C2CCCO2)c1 (stereo not drawn)
    -5% | nt | -6%
- O=C(COC(=O)c1ccc(NS(=O)(=O)c2cccs2)cc1O)NC1CCCCC1
    -10% | nt | 3%
- COc1ccc(OC)c(-c2noc(CSc3nnc(Cc4ccccc4)n3-c3cccc(C)c3)n2)c1
    11% | 9% | nt
- COC(=O)CSc1nc(C(C)C)nc2ccccc12
    -8% | 0% | 1%
- CC(=O)Nc1ccc(OS(=O)(=O)c2ccc(C)cc2C)cc1
    12% | 2% | -4%
- COc1ccc([N+](=O)[O-])cc1NC(=O)c1ccccc1SC
    0% | 0% | 0%
- COc1ccccc1CNC(=O)CN1C(=O)NC2(CCCCCC2)C1=O
    -3% | 1% | nt
- Cc1ccc(-c2cc(C(=O)NCc3ccccc3Cl)c3ccccc3n2)cc1C
    16% | 5% | nt
- CCn1c(/C=C/c2ccccc2)nc2ccccc2c1=O
    -14% | 6% | 6%
- CC1CCCC(NC(=O)COC(=O)CSc2ccc3ccccc3c2)C1C (stereo not drawn)
    -24% | -1% | -5%
- O=C(CN1C(=O)NC2(CCCCCC2)C1=O)c1ccc(F)cc1
    -1% | nt | 0%
- O=C(NN1C(=O)/C(=C\c2cccnc2)SC1=S)c1ccco1
    -3% | -8% | -2%
- OCC1(Cc2ccccc2F)CCCN(CCc2ccccc2)C1 (stereo not drawn)
    2% | nt | -6%
- CC1CN(c2sc(S(C)(=O)=O)nc2S(=O)(=O)c2ccc(Cl)cc2)CC(C)O1 (stereo not drawn)
    18% | 0% | 1%
- COc1cccc(/C=C/C(=O)N2CCN(c3ccccn3)CC2)c1
    -17% | 0% | -12%
- CCCC(=O)Nc1ccc(NC(=O)c2ccccc2F)cn1
    5% | nt | -3%
- CC1(Cn2ccnn2)[C@H](C(=O)O)N2C(=O)C[C@H]2S1(=O)=O (stereo partly drawn)
    nt | 4% | 5%
- CC(=O)Nc1c(C)nn(-c2ccc([N+](=O)[O-])cc2)c1C
    -18% | 8% | 28%
- Oc1c(Cl)cc(Cl)cc1/C=N/NC(=S)NC1CC2C=CC1C2 (stereo not drawn)
    -21% | 6% | 16%

Whole records, quoted from the list.
COc1cccc(/C=C/C(=O)N2CCN(c3ccccn3)CC2)c1 reads FEN1 inhibitor = -17%; TDP1 inh = 0%; N370S GC mod = -12%
CC1(Cn2ccnn2)[C@H](C(=O)O)N2C(=O)C[C@H]2S1(=O)=O (stereo partly drawn) reads FEN1 inhibitor = nt; TDP1 inh = 4%; N370S GC mod = 5%
CC1CCCC(NC(=O)COC(=O)CSc2ccc3ccccc3c2)C1C (stereo not drawn) reads FEN1 inhibitor = -24%; TDP1 inh = -1%; N370S GC mod = -5%

The list continues:
Results follow in this order: FEN1 inhibitor | TDP1 inh | N370S GC mod
- O=C(Cn1cncn1)NCc1cccc(C(F)(F)F)c1
    -2% | 4% | -3%
- Clc1cccc2c3c([nH]c12)CCNC3
    -3% | nt | -12%
- COC(=O)CNc1cccc(C(F)(F)F)c1
    12% | 6% | 7%
- CC(O)c1cccc(NC(=O)CC(c2ccccc2)c2ccccc2)c1 (stereo not drawn)
    7% | -3% | -4%
- COc1ccc(N2CCN(C(=O)c3c(C)nn(-c4ccccc4)c3C)CC2)cc1
    -6% | 4% | 19%
- CCOc1ccccc1/C=N/N1CCN(Cc2ccccc2)CC1
    6% | nt | -21%
- Cc1nc2ncnn2c(N2CCC(C(=O)NC3CCCC3)CC2)c1Cc1ccccc1
    -2% | 9% | -10%
- OCCN1CCN(c2ncnc3ccc(Br)cc23)CC1
    -1% | 6% | -7%
- CC(C)=CC(=O)Nc1nnc(C(C)C)s1
    -11% | 2% | 7%
- CCOc1ccc(N(C(C)C(=O)Nc2cccnc2)S(C)(=O)=O)cc1 (stereo not drawn)
    -2% | 7% | 6%
- Cc1ccc(CC2C(=O)N(c3ncccn3)C(=O)C2C)cc1 (stereo not drawn)
    21% | 4% | 2%
- O=C(COC(=O)c1n[nH]c2ccccc12)c1ccc(F)c(F)c1
    -2% | nt | 1%
- O=[N+]([O-])c1cc(S(=O)(=O)N2CCCCCC2)ccc1F
    -17% | 3% | 0%
- CC1=CC(C)(C)N(C(=O)c2ccccc2)c2ccc(C)cc21
    0% | 1% | 10%
- CC(NC(=O)Nc1ccc(Cl)cc1)c1ccccc1 (stereo not drawn)
    -7% | nt | 1%
- CC1(C)CCCN(Cc2c(O)ccc3c(=O)c(-c4nc5ccccc5s4)c(N)oc23)C1
    0% | 6% | -1%
- O=C(C/C=N/OCc1ccc(Cl)cc1Cl)c1ccc(Cl)cc1
    -14% | 0% | 7%
- COc1ccc(C(=O)N2CCC(C(=O)Nc3ccc4c(c3)OCO4)CC2)cc1
    23% | -1% | 8%
- CCc1ccc(Nc2n[n+](C)c(-c3ccc(C(=O)O)cc3)s2)cc1
    nt | 1% | -1%
- Cc1ccc(COc2ccc3oc(-c4ccccc4)c(C(=O)O)c3c2)cc1
    -3% | -4%[12.3 µM] | nt
- N/C(Cc1ccc([N+](=O)[O-])cc1)=N\OC(=O)C1CCCCC1
    0% | 3% | 10%
- CCN(CC)c1ccc(/C=C2/C(=O)c3ccc(C(=O)O)cc3C2=O)cc1
    ? | -8% | 0%
- COCCN(C(=O)CSc1nnc(-c2ccccc2F)n1N)c1c(N)n(Cc2ccccc2)c(=O)[nH]c1=O
    0% | -2% | -7%
- COc1ccccc1C(=O)N/C(=C\c1ccccc1)C(=O)NC(C)C(=O)O (stereo not drawn)
    -8% | 0% | 5%
- COc1ccc(NC(=O)C(c2ccc(C)cc2)N(C)C(=O)c2ccc(=O)[nH]c2)cc1 (stereo not drawn)
    -2% | -1% | 0%
- O=[N+]([O-])c1ccc(N/N=C/c2cccc(O)c2O)cc1
    -7% | nt | -24%
- CC1Sc2ccc(C(=O)O)cc2NC1=O (stereo not drawn)
    4% | -7% | -3%
- CC(C)CCn1c(=O)c2sccc2n2c(CCCC(=O)N3CCN(c4ccccn4)CC3)nnc12
    -19% | 4% | ?
- CS(=O)(=O)c1nc(-c2ccccc2)cc(C(F)(F)F)n1
    1% | 2% | 4%
- Cc1csc(NC(=O)Cc2ccccc2[N+](=O)[O-])n1
    3% | 2% | nt
- O=C(CCCCn1c(=O)c2ccccc2n(Cc2ccccc2F)c1=O)NCc1ccccc1Cl
    -1% | 4% | nt
- O=C(CSc1nc2[nH]ncc2c(=O)[nH]1)Nc1ccc(Cl)c(Cl)c1
    -19% | nt | 0%
- CC1(OC(=O)CCc2ccccc2)C(=O)C=C2C=C(c3ccc(C#N)cc3)N(C3CCCCC3)C=C2C1=O (stereo not drawn)
    -22% | 6%[21 µM] | -1%[12.8 µM]
- Cc1nc2ccccn2c1C(=O)N/N=C/c1ccc(F)cc1
    -3% | nt | -19%
- COc1cc(CNCCc2ccccc2)cc(Br)c1OCC(=O)Nc1ccccc1C
    -3% | 8% | ?
- Cc1ccc(NC(=O)CN(C)CC(=O)Nc2ccc(F)c(Cl)c2)cc1
    -9% | 0% | 5%
- Cc1nc(NCCCn2ccnc2)c2ccccc2n1
    -14% | 3% | 3%
- CC(=O)n1cc([C@@H]2C=C(C(=O)N3CCN(Cc4ccccc4)CC3)O[C@H](OCc3ccc(CO)cc3)C2)c2ccccc21
    0% | 6% | ?
- CCCC(=O)Nc1c(C)n[nH]c1C
    -1% | 2% | -17%
- C[C@H](CO)N1C[C@H](C)[C@@H](CN(C)C(=O)Nc2ccc3c(c2)OCO3)Oc2c(NS(=O)(=O)c3ccccc3)cccc2C1=O
    -16% | 1% | nt
- CCN1CCN(S(=O)(=O)c2ccc(Cl)c(C(=O)N(C)C(c3ccccc3)c3ccccc3)c2)CC1
    1% | -5%[0.505 µM] | ?
- O=S(=O)(c1ccc2c(c1)OCO2)N1CCN(c2nc(-c3cccs3)nc3ccccc23)CC1
    12% | 0% | nt
